# Bioassay records deposited in PubChem BioAssay by National Center for Advancing Translational Sciences (NCATS).
# LMNA splice mod: modulators of lamin A splicing. HeLa LMNA splicing GFP/RFP minigene ratio, 48 h. Potency, µM (titrated, usually from 46.1 µM), for inactives: at the highest dose ratio change, negative = inhibition, usual class: inhibitors. 200,000 compounds, 0.01% hits; active = well fitted inhibition curve with a large enough effect in the signal ratio, with a control signal flat, not every such curve was filed as active; inconclusive = small, poorly fitted or top-dose-only effect, or effect the other way, or a change in a side signal; the % refers to the signal ratio; note: % is set by controls: 0 for no effect and ±100 for the full control effect
#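 S3 HeLa stable clones carrying a lamin A-EGFP splicing minigene plus DsRed2 were seeded at 600 cells/well in Opti-MEM with 2% FBS, pin-dosed and incubated 48 h at 37°C. Acumen cytometry (488 nm) gave the GFP/RFP total-intensity ratio.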
# SMN2 splice enh: SMN2 splice variant enhancement | HEK293 SMN2-luciferase splicing reporter, luminescence, 30-36 h | Potency, µM (titrated, usually from 46.1 µM), for the others: at the top dose activity change, positive = activation, hits mostly activators | 210,000 compounds, 2.8% hits; note: % of control where 0% means no effect; nearly all actives have a fitted effect of over 55% in size
#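 qHTS luciferase splicing reporter: luminescence rises when SMN2 exon 7 is included in transfected HEK293 cells. Compound exposure lasted 30-36 h at 37C, with 4.5 mM final sodium butyrate as control, followed by a ONE-Glo read.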
# Luc counter: blocks Kinase-Glo luciferase, a counter-screen artifact; Q27757; Kinase-Glo luciferase, ATP luminescence, 8 min; Potency, µM (top dose mostly 38.3 µM), for inactives: at the highest dose activity change, negative = inhibition, usual class: inhibitors; 200,000 compounds, 0.28% hits; note: % is set by controls: 0 for no effect and ±100 for the full control effect; nearly all actives have a fitted effect of over 60% in size
#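 Luminescence was the read-out, taken after 8-minute incubation at ambient temperature. Luciferase turned over luciferin with 10 uM ATP in imidazole pH 7.2 buffer containing KCl, MgCl2, Tween 20 and BSA.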
# RECQ1 helicase: inhibitors of human RECQ1 DNA helicase. AID 2549. Potency, µM (highest dose often 57.3 µM), for the others: top-dose activity, negative = inhibition, actives largely listed as inhibitors. RECQ1 DNA unwinding, red fluorescence kinetic read. 240,000 compounds, 0.54% hits. P46063;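 note: plate controls were vehicle for no effect and no enzyme for full effect; nearly all actives have a fitted effect of over 30% in size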
#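 RECQ1T1 50 nM; forked duplex (20 bp + 30-nt ss tails) 200 nM, ATP 2 mM final; pH 8.0, 2 mM MgCl2, 2.5 ug/ml poly(dI-dC); 15 min compound preincubation; discontinuous kinetic read over 2 h at RT.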
# Tau fibril ThT: inhibitors of human tau fibril formation, thioflavin T binding | 270,000 compounds, 2.1% hits | Potency, µM (top dose mostly 57.4 µM), for the others: at the top dose activity, negative = inhibition, hits mostly inhibitors | AID 1460 | recombinant tau K18 P301L (four-repeat tau fragment), heparin-induced fibrillization, ThT fluorescence | P10636; note: % is set by controls: 0 for no effect and ±100 for the full control effect; nearly all actives have a fitted effect of over 55% in size
# Target sequence (P10636 561-689 P618L limits assumed): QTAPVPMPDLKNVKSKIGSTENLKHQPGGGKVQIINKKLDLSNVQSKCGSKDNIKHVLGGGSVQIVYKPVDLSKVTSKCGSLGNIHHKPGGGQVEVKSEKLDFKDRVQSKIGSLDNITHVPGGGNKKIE
#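 K18 P301L tau (15 uM + 0.24 uM Alexa 594-tagged), heparin 20 uM, NaOAc pH 7, 6 h 37 C; ThT 30 uM, 1 h RT, ex 450/em 510 nm.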
# KDM4E inh: JMJD2E (human) inhibition | JMJD2E catalytic domain, FDH-coupled NADH fluorescence (FDH is formaldehyde dehydrogenase) | Potency, µM (doses to about 57.1 µM), without a hit: top-dose activity change, negative = inhibition, actives largely listed as inhibitors | 230,000 compounds, 1.6% hits | AID 2147; active = well fitted inhibition curve with a large enough effect, not every such curve was filed as active; inconclusive = small, poorly fitted or top-dose-only effect, or another doubt; inactive = no such curve, though single readings can be large or run the other way;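 note: 0% = wells with enzyme and -100% = buffer wells without enzyme; nearly all actives have a fitted effect of over 50% in size; many of its hits are not listed in these tables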
# Target sequence (B2RXH2 1-337 limits assumed): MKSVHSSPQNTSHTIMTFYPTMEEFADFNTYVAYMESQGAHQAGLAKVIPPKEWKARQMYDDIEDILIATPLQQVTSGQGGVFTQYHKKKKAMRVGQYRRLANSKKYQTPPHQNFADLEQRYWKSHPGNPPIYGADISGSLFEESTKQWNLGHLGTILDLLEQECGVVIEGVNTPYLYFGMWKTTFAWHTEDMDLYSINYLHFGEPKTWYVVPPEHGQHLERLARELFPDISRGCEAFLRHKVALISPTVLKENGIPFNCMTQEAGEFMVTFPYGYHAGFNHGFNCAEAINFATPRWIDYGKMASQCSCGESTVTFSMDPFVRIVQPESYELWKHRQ
# ALDH1A1 block: inhibitors of human aldehyde dehydrogenase 1A1 | 220,000 compounds, 7.3% hits | Purified ALDH1A1, NADH fluorescence, propionaldehyde substrate | P00352 | Potency, µM (highest dose often 75.3 µM), for inactives: at the highest dose activity, negative = inhibition, hits mostly inhibitors; active = well fitted inhibition curve with a large enough effect, not every such curve was filed as active; inconclusive = small, poorly fitted or top-dose-only effect, or another doubt; inactive = no such curve, though single readings can be large or run the other way;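 note: plate controls were no enzyme wells and a reference inhibitor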
# Target sequence (P00352 whole entry, looked up): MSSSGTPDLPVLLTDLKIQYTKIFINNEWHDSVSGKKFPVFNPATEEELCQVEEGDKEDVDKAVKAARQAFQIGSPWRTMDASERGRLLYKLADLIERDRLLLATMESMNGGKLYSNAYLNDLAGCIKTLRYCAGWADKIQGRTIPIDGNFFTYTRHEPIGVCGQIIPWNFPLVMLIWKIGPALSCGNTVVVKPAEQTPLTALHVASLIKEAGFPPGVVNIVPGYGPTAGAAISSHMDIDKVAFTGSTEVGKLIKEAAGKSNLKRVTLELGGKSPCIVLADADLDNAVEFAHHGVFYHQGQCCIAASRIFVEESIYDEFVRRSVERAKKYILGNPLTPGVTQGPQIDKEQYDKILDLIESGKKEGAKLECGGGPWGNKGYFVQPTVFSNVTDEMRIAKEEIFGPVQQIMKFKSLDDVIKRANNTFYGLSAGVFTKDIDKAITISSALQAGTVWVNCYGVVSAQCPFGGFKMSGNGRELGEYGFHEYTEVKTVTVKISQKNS
# L3MBTL1 block: blocks human L3MBTL1; Q9Y468; AlphaScreen L3MBTL1–H3K9me1 peptide binding; Potency, µM (doses to about 57.1 µM), without a hit: at the top dose activity, negative = inhibition, most hits filed as inhibitors; 230,000 compounds, 0.66% hits; AID 485360; note: % is set by controls: 0 for no effect and ±100 for the full control effect; nearly all actives have a fitted effect of over 60% in size
#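 L3MBTL1 (50 nM) pre-complexed 30 min with biotinylated H3(1-15)K9me1 peptide (75 nM), then compounds added for 30 min at room temperature; AlphaScreen streptavidin donor/nickel chelate acceptor beads (10 ug/mL final) read after 30 min dark incubation.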
# An asterisk follows results filed as active; i = inactive; ? = inconclusive; / = no result given; & = joins results of further samples; ! = not confirmed by another sample; [ ] = dose if it differs, or a comment. Unless noted, calls come from the whole dose curve; as a rule, active = well fitted curve in the direction sought with a large enough effect; inconclusive = small, poorly fitted or top-dose-only effect, or another doubt; inactive = no such curve, though single readings can be large; an effect the other way counts as inactive or inconclusive. Potency is the fitted concentration of half-maximal effect.
SMILES,LMNA splice mod,SMN2 splice enh,Luc counter,RECQ1 helicase,Tau fibril ThT,KDM4E inh,ALDH1A1 block,L3MBTL1 block
Cc1nn(Cc2ccc(Cl)cc2Cl)c(C)c1NC(=O)C1C2CCC(O2)C1C(=O)O (stereo not given),?,-72%[inhibitor],0%,-9%,-12%,-3%,-2%,-2%
COc1ccccc1CNc1ccnc(-c2ccoc2)n1,-9%,-26%,-2%,-10%,?,-10%,-4%,/
Cc1nc2c3c4c(sc3n3c(SCC(=O)NCc5ccco5)nnc3n2n1)COC(C)(C)C4,-1%,-1%,-3%,-3%,-8%,-4%,-14%,-3%
CCOC(=O)N1CCN(C(=O)CN(Cc2ccc(Cl)cc2)S(=O)(=O)c2ccccc2)CC1,?,-21%,-2%,i,-10%,9%,?,2%
CCC(=O)Nc1ccc(C(=O)Nc2cc(C)on2)cc1,9%,-17%,-3%,i,-9%,8%,-5%,/
C=CCN(c1ccccc1)S(=O)(=O)c1ccc(Cl)c(C(=O)OCC(=O)N(C)C2CCS(=O)(=O)C2)c1 (stereo not given),/,10%,2%,i,8%,1%,-1%,8%
C=C(C(C)=O)C(O)c1cccc(Br)c1 (stereo not given),/,-10%,-1%,3%,-12%,4%,11%,/
O=C(COc1ccccc1)Nc1nc2ccccc2[nH]1,18%,?,-5%,-6%,-10%,13%,?,5%
Cc1ccccc1OCC(=O)OCn1nnc2ccccc2c1=O,-9%[46 µM],/,/,i,-14%,35%[activator],-12%,10%
COc1ccc(C2CC(c3ccc([N+](=O)[O-])cc3)=NN2C(=O)c2ccccc2)cc1OC (stereo not given),?,-4%,1%,16%,-18%,-2%,4%,-8%
Cc1cc(C)n(C(=O)C23CC4CC(CC(C4)C2)C3)n1,-9%,4%,3%,-3%,2%,8%,9%,-3%
CCC(NC(=O)c1ccccc1NC(=O)c1ccccc1)C(=O)OC (stereo not given),/,-16%,-1%,i,-8%,6%,2%,14%
CSC(SC)=C(C(C)=O)C(=O)c1ccc(C)cc1,2%,12%,0%,-5%,-5%,7%,3%,-5%
CCOc1ccc(C2CC(c3cccc(C)c3)n3nc(N)nc3N2)cc1 (stereo not given),-4%,-21%,3%,-5%,-3%,2%,2%,-3%
CC(=O)N(C(C)=O)c1c(N2CCOCC2)c2ccccc2oc1=O,6%,?,0%,-5%,0%,2%,6%,/

# Only LMNA splice mod, KDM4E inh and L3MBTL1 block, for four of the compounds above:
canonical_smiles | LMNA splice mod | KDM4E inh | L3MBTL1 block
CCOc1ccc(C2CC(c3cccc(C)c3)n3nc(N)nc3N2)cc1 (stereo not given) | -4% | 2% | -3%
O=C(COc1ccccc1)Nc1nc2ccccc2[nH]1 | 18% | 13% | 5%
CC(=O)N(C(C)=O)c1c(N2CCOCC2)c2ccccc2oc1=O | 6% | 2% | /
C=C(C(C)=O)C(O)c1cccc(Br)c1 (stereo not given) | / | 4% | /

# Sorted by value in RECQ1 helicase (largest number first): three from the list above
compound | SMN2 splice enh | RECQ1 helicase | Tau fibril ThT | KDM4E inh | ALDH1A1 block | L3MBTL1 block
COc1ccc(C2CC(c3ccc([N+](=O)[O-])cc3)=NN2C(=O)c2ccccc2)cc1OC (stereo not given) | -4% | 16% | -18% | -2% | 4% | -8%
Cc1nc2c3c4c(sc3n3c(SCC(=O)NCc5ccco5)nnc3n2n1)COC(C)(C)C4 | -1% | -3% | -8% | -4% | -14% | -3%
CCOc1ccc(C2CC(c3cccc(C)c3)n3nc(N)nc3N2)cc1 (stereo not given) | -21% | -5% | -3% | 2% | 2% | -3%

# The list continues:
SMILES,LMNA splice mod,SMN2 splice enh,Luc counter,RECQ1 helicase,Tau fibril ThT,KDM4E inh,ALDH1A1 block,L3MBTL1 block
N=c1n(CCc2ccccc2)c2ccccc2n1Cc1ccccc1F,?,-30%,-3%,-10%,19%,-3%,-7%,-9%
Cc1ccc(S(=O)(=O)Nc2nc(C)cc(NCCN)n2)cc1,-12%,?,-4%,-2%,-5%,20%,-2%,/
COc1ccc(N(CC(=O)N2CCc3ccccc32)S(=O)(=O)c2c(C)nn(C)c2C)cc1,-12%,2%,-4%,-7%,-11%,4%,-6%,/
O=C(NCCSCc1ccco1)Nc1ccccc1,2%,/,-3%,-10%,-10%,-2%,-2%,-9%
C=C1c2ccccc2O[C@H](C(=O)OCC)[C@@H]1CC(C)(C)c1ccccc1,/,/,2%[39.9 µM],-3%[81.1 µM],?,/,-15%,/
O=C(NC(N1CCOCC1)C(Cl)(Cl)Cl)c1ccc(F)cc1 (stereo not given),5%[46 µM],10%,2%,i,-8%,-9%,4%,6%
COc1ccccc1C(=O)NCC(=O)n1nc(C)cc1C,2%,-2%,-5%,-4%,-5%,0%,9%,6%
c1ccc(-n2cnc3ccccc32)cc1,3%[46 µM],-16%,-1%,-8%,-1%,-5%,5%,/
CCOc1cc(/C=N/n2cnnc2)ccc1O,-4%,7%,-1%,-16%,-16%,?,-2%,-5%
COc1cccc(C(=O)c2c[nH]c(C(=O)NCCCN3CCOCC3)c2)c1,/,-10%,-2%,3%,6%,?,-11%,-14%
CCCN(CC(=O)Nc1ccccc1OC)C(=O)c1cc2ccccc2o1,/,3%,-3%,-3%,-7%,-2%,-3%,/
COc1ccc(NC(=O)c2cccc(C(=O)Nc3ccc(OC)cc3)n2)cc1,/,-6%,-1%,25%,0%,?,-1%,7%
COc1ccccc1-n1c(C)nc2cc(C(=O)O)ccc21,-3%,51%,17%,-3%,-13%,3%,-14%,/
COCCNC(=O)C(=O)N/N=C(\C)CC(=O)Nc1cccc(C(F)(F)F)c1,/,/,/,-4%,-9%,-2%,/,-1%
OCCN=C(c1ccccc1)C12CN3CN(CN(C3)C1)C2,-12%,/,/,-13%,2%,0%,8%,7%
O=C(NNS(=O)(=O)c1ccccc1)C1CCN(S(=O)(=O)c2ccccc2)CC1,5%,-14%,-2%,-16%,-1%,3%,?,6%
CC(/C=N/Nc1ncc(C)c(=O)[nH]1)=C\c1ccccc1,-11%[46 µM],-8%,1%,i,?,-13%,-10%,3%
CCOC(=O)C(C)n1cnc2c(nnn2Cc2ccc(Cl)cc2)c1=O (stereo not given),4%,1%,-2%,-15%,?,0%,-3%,/
CN(/C=C/C(=C/C=[N+](C)c1ccccc1)OCCCS(=O)(=O)[O-])c1ccccc1,-2%[46 µM],19%,2%,-9%,?,-13%,/,?
CC1CCN(c2nnc(-c3cccs3)c3ccccc23)CC1,?,-1%,4%,-4%,?,-4%,-9%,0%
COc1ccc(NC(=O)CCc2nc3ccccc3s2)c(OC)c1,/,6%,-3%,i,?,-3%,?,/
COc1ccc(CCNS(=O)(=O)c2ccc3c(c2)OCCO3)cc1,9%,?,-3%,-5%,-4%,9%,9%,3%
CCOc1ccccc1NC(=O)C1C2C=CC(C2)C1C(=O)O (stereo not given),6%,10%,-2%,-1%,-14%,2%,-8%,/
N#C/C(=C\c1cn(CCOc2ccccc2)c2ccccc12)C(=O)NCC1CCCO1 (stereo not given),-14%,-8%,1%,-16%,-18%,?,?,-11%
CCOC(=O)c1ccc(NC(=O)Nc2ccc(Cl)cn2)cc1,/,-1%,1%,-4%,-6%,8%,5%,/
CCN(CCCNC(=O)CN(C)S(=O)(=O)c1cccc2nsnc12)c1cccc(C)c1,?,-7%,2%,-4%,-19%,2%,-9%,-7%
Cc1cccc(C)c1OCCOC(=O)c1n[nH]c2ccccc12,/,20%,-4%,i,?,-19%,10%,/
O=[N+]([O-])c1cc(S(=O)(=O)N2CCCC2)ccc1NN=C1CCCC1,2%,-38%[inhibitor],2%,0%,2%,16%,-4%,-13%
CCN(C(=O)c1cn(CC)c(=O)c2cc(OC)c(OC)cc12)c1ccccc1C,0%,-16%,3%,-5%,-9%,-4%,1%,5%
Cc1cc(NS(=O)(=O)c2ccc(NC(=O)C(C(C)C)N3C(=O)c4ccccc4C3=O)cc2)nc(C)n1 (stereo not given),13%,-4%,2%,13%,5%,-2%,-16%,-5%
O=C(NC(=S)N1CCc2ccccc21)C1CCC1,/,?,2%,i,-10%,1%,?,-7%
O=C(Nc1nccs1)c1cccc(NC(=O)C2CC2)c1,4%,-10%,0%,-2%,-7%,13%,5%,13%
N#C/C(=C\c1ccc(O)c(O)c1)C(=O)NCc1ccccc1,?,?,-3%&-2%,32µM*!,?,20µM*,-11%&-12%,-25%
COc1ccc(-c2nc3cnc(N4CCNCC4)nc3n(Cc3ccc(F)cc3)c2=O)cc1,/,-8%,-2%,-3%,/,/,-4%,/
COc1ccc(NC2CC(=O)N(c3cc([N+](=O)[O-])ccc3C)C2=O)cc1 (stereo not given),15%[46 µM],-1%,3%,i,?,0%,?,-4%
C/C(N)=C(/C#N)C(=O)CSc1nnc(-c2ccc(OC(F)F)cc2)o1,-4%,11µM*,1%,-14%,?,7%,2%,/
Cc1noc(C)c1S(=O)(=O)N1CCC(C(=O)c2ccccc2)CC1,/,/,/,i,-4%,6%,5%,10%
COc1nc(N2CCOCC2)nc(C)c1[N+](=O)[O-],?,-1%,2%,-9%,-10%,8%,8%,5%
CCNc1ccc(C(=O)OCC)cc1NC(=O)c1cc(S(=O)(=O)N2CCOCC2)ccc1C,-11%,20%,1%,i,-6%,5%,0%,/
COc1ccc(C(=O)N=c2sc3ccccc3n2C)cc1OC,?,18µM*,-3%,28%,?,?,?,4%
Cc1cccc(CSc2nc3ccncc3n2CC(=O)Nc2ccc(C)c(C)c2)c1,1%,5%,1%,10%,2%,?,10%,7%
O=C(c1ccco1)N1CCN(c2nc(C3CC3)nc3c2nnn3Cc2ccccc2Cl)CC1,?,-32%[inhibitor],3%,-30%,-15%,-25%,?,-19%

# Not all compounds are listed; the hit share may differ from the screen's.
